Screening results as filed in PubChem.
ALOX12 inh: ALOX12 (human) lipoxygenase inhibition; Potency, µM (highest dose often 108 µM), for inactives: top-dose activity change, negative = inhibition, hits mostly inhibitors; purified 12hLO, xylenol orange hydroperoxide absorbance; AID 1671190; P18054; hit rate 1.1% among 580,000; active = well fitted inhibition curve with a large enough effect; inconclusive = small, poorly fitted or top-dose-only effect, or another doubt; inactive = no such curve, though single readings can be large or run the other way
Target sequence (P18054 whole entry, looked up): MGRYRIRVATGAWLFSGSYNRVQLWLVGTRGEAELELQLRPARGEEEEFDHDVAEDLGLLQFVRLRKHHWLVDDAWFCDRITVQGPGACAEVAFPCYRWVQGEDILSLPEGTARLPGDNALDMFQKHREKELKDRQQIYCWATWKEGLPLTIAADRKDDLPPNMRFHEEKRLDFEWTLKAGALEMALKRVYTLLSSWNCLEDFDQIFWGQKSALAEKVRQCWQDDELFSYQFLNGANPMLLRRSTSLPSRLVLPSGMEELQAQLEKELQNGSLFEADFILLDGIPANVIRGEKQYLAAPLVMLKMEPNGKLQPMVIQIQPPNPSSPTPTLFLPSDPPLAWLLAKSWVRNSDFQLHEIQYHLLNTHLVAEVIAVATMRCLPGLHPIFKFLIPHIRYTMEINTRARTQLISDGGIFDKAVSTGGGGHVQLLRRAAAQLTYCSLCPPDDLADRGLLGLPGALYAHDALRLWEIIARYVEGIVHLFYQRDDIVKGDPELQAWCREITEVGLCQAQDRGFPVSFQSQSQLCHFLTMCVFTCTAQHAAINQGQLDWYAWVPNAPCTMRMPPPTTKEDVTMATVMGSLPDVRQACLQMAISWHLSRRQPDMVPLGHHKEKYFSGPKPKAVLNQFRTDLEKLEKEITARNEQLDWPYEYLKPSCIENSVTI
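Purified human 12hLO (150 nM final) in 25 mM Hepes, 0.01% Triton X-100, pH 7.0 was preincubated 15 min at room temperature with compound. Then 40 uM arachidonic acid was added, 30 min. Hydroperoxide was read by Fe-XO absorbance ratio 573/405 nm.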
* hit, by the source's call; u = inconclusive; [ ] = dose if it differs, or a comment. % is set by controls: 0 for no effect and ±100 for the full control effect; potency is the fitted concentration of half-maximal effect.

SMILES | ALOX12 inh
COc1ccccc1-c1cc(-c2ccccc2)nc2c(C)noc12 | -1.8%[176 µM]
O=C(CN1CCN(c2cnn(-c3ccccc3)c(=O)c2Cl)CC1)Nc1ccc2c(c1)OCCCO2 | 4.8%
CC(C)(O)C#Cc1ccc(C(=O)N2CCC(O)(c3ccccn3)CC2)cc1 | 31.2%[activator]
CC(C)N[C@H]1C[C@@H](Cc2cc(CO)on2)C1(C)C | 27.6%[176 µM]
Cc1c(CCC(=O)NC2CCS(=O)(=O)C2)c(=O)oc2cc(O)ccc12 (stereo unspecified) | -9.7%
COCCn1c(SC(C)C(=O)c2ccc(Br)cc2)nnc1-c1cccc(C)c1 (stereo unspecified) | u
CS(=O)(=O)N1CCC(N2C(=O)C3(CCCCC3)C2c2ccncc2)CC1 (stereo unspecified) | 43.5%[activator]
Cc1cn2nc(C(=O)NCc3ccc(Cl)cc3)cc2c(N2CCCC2)n1 | 33.1%
Oc1ccc2c(c1)OCCOCCOc1cc(O)ccc1OCCO2 | u
CC(C)CNC(=O)C(NC(=O)CC(C)C)C1CCN(C(=O)c2ccccc2)CC1 (stereo unspecified) | 38.3%[activator]
O=C(Cc1ccccc1F)N(Cc1ccco1)C1CC1 | u
COCCc1noc([C@@H]2CN(CC3CCCCC3)C[C@H]2CO)n1 | 33.0%

The final 2 entries of the section before are carried over, then new ones follow.
SMILES | ALOX12 inh
O=C(Cc1ccccc1F)N(Cc1ccco1)C1CC1 | u
COCCc1noc([C@@H]2CN(CC3CCCCC3)C[C@H]2CO)n1 | 33.0%
Cc1ccccc1-n1cc(CN(C)C(=O)CN2C(=O)OC(C)(C)C2=O)cn1 | -4.0%
O=C(c1cccc2ccccc12)N(Cc1ccc2cc[nH]c2c1)C1CC1 | u
COc1cccc(-c2cn3c(n2)N(C(=O)Cc2ccccc2)CCC3)c1 | 49.3%[activator]
COCC1CN(C2CCC2)CC12CCN(C(=O)Cc1cccc(OC)c1)CC2 (stereo unspecified) | -8.3%
O=C(CCn1ccn2nc3c(c2c1=O)CCCC3)NC1CCCC1 | 4.6%
CN(C)C(=O)c1n[nH]c2c1CN(C(=O)c1ccccc1Br)CC2 | 47.2%[activator]
COCC1CN(C2CCC2)CC12CCN(C(=O)C1CC1)CC2 (stereo unspecified) | 25.2%
FC(F)(F)c1cc(CN2CC3(CCNCC3)C2)cc(C(F)(F)F)c1 | 3.4%[57.4 µM]
CCC(=O)N1CCN(c2oc(/C=C/c3ccc(Cl)cc3)nc2C#N)CC1 | -16.0%
O=C(N1CCCCC1)N1CCN([S+](=O)([O-])c2ccc(Cl)nc2)C(=O)C1 | u
COCc1nc(CCNC(=O)c2cc(C)n(C)n2)no1 | 43.4%[activator]
O=C(CN1C(=O)NC(c2ccccc2Cl)C2=C1COC2=O)Nc1ccc(Cl)cc1 (stereo unspecified) | -16.6%
COCCNC(=O)c1nc(-c2ccc(F)cc2)c2ccccn12 | 12.6%[176 µM]
Cc1nc2cnc(N3CCOCC3)nc2n(Cc2cccs2)c1=O | 0.0%
Fc1ccc(CNc2ncnc3onc(-c4cc(F)cc(F)c4)c23)cc1 | -9.5%
O=C(CNc1ncnc2nc[nH]c12)NCCc1ccccc1 | 11.2%
CSCCC(NC(=O)[C@@H](NC(=O)c1ccc(C)cc1)C(C)C)c1nnc2ccccn12 (stereo partly specified) | -16.6%
COc1ccccc1CN[C@H]1CC(C)(C)[C@@H]2C[C@@](C)(O)CC[C@]12CCC(=O)NCCc1c[nH]c2ccccc12 | 6.2%
Cn1nc(C(=O)NC23CC4CC(CC(C4)C2)C3)c2ccccc2c1=O | 0.9%
COc1ccc(CNC(=O)c2sc(NCCc3ccccc3)nc2C)cc1 | -7.2%
COCc1ccccc1-c1cn(C)c(=O)n2cc(COc3ccc(Cl)cc3)nc12 | -18.8%[176 µM]
CC(Oc1ccc(Cl)cc1Cl)C(=O)NC(C)c1ccccc1 (stereo unspecified) | -5.2%
COCCCNC(=O)CN(C)C(=O)c1cccc(C(F)(F)F)c1 | 5.6%
CC1(c2cccnc2)N(Cc2ccccc2)C(=O)OC12CCN(C(=O)CN1CCOCC1)CC2 (stereo unspecified) | 15.7%
O=C(COC(=O)c1ccc2ccccc2n1)Nc1cc(Cl)cc(Cl)c1 | u
Cc1ccc([S+](=O)([O-])N2CCC3(CC2)C(=O)NCN3Cc2ccc(Cl)cc2)cc1 | u
CCN1CCN(C(=O)Nc2ccc(C)cc2C)CC1 | 20.5%
COc1ccc2[nH]c3c(c2c1)CCN(C)C31CCN(C(=O)c2cn(C)cn2)CC1 | 36.2%[activator]
CC(C)Cn1nc2n(c1=O)CCN(S(=O)(=O)c1ccc(C(C)(C)C)cc1)CC2 | 25.3%
CCOc1cc(=O)n2c(c1C(=O)Nc1ccc(Cl)c(F)c1)CCCC2 | u
COCCOC(=O)C1=C(C)N=C2SC=C(CC(=O)NCc3cccc(F)c3)N2C1c1ccccc1 (stereo unspecified) | 52.5%[activator]
CC1CCc2cc(F)ccc2N1C(=O)C1(C)CC1(Br)Br (stereo unspecified) | -18.3%
O=C(Cn1ccn2nc(-c3ccccc3)c(CO)c2c1=O)Nc1ccc(Cl)cc1F | u
Cc1ccc2[nH]nc(C(=O)N3C[C@@H](C(=O)O)[C@H](c4ccc(F)cc4)C3)c2c1 | 5.2%
Fc1cccc(Cl)c1CSc1nnc2c(Cl)cc(C(F)(F)F)cn12 | 11.4%
CCCCCCOc1ccc(/C=C(/C#N)c2ccccn2)cc1 | -9.3%
c1ccc(CCCc2noc(-c3ccc(NCc4ccccn4)nc3)n2)cc1 | 49.2%[activator]
CS(=O)(=O)c1cc(C(=O)NCCc2cccs2)ccc1Cl | 24.5%
COc1ccc(CN2CCC3(C2)C(=O)N(Cc2ccccc2)c2ccccc23)cc1 (stereo unspecified) | -4.5%
CCOc1cc(OCC)cc(C(=O)Nc2ccc(Br)c(C)n2)c1 | -13.1%
CNC(=O)CCC[C@H]1NC[C@@H]2CC1CN(Cc1ccccc1)C2 | 8.91µM*
CCC(=O)Nc1ccccc1-c1nc2ccccc2n(CC(=O)Nc2ccccc2)c1=O | u
CN1c2cc(C(=O)Nc3cccc(C#N)c3)ccc2C(=O)N2CCCCC21 (stereo unspecified) | 6.7%
CC(=O)N1CCN(C(=O)C[C@@H]2C[C@@H](C(C)C)[C@H](CC#N)C=C2C)CC1 | 0.6%[176 µM]
O=[S+]1([O-])NC2(CCN(Cc3c[nH]c4ccccc34)CC2)COc2ccccc21 | u
CCn1ccc(-c2c(-c3ccccc3)ncn2CCN(C)S(C)(=O)=O)n1 | 19.1%
O=[N+]([O-])c1cc(Nc2ccccc2)c(/C=N/Nc2ccccc2)c([N+](=O)[O-])c1 | -39.4%
Cn1cnnc1CC1CCN(C(=O)c2ccc(Oc3ccccc3)o2)CC1 | -4.8%
O=C(Nc1cccc(F)c1)N1Cc2[nH]cnc2C[C@H]1c1nc(-c2ccc3c(c2)OCO3)no1 | 39.9%[activator]
Cc1ccccc1C(=O)NC1CCN(c2cc(-c3ccc(F)cc3)[nH]n2)C1 (stereo unspecified) | 37.5%
CN(Cc1ccoc1)C(=O)Cn1ccc2ncccc2c1=O | 60.5%[activator]
COc1cc(-c2cc(C)c3cccc(OC)c3n2)cc2c1OCCN(C(=O)CCN)C2 | u
CC(=O)C1(O)CCC2C3CC(C)C4=CC(=O)CCC4(C)C3CCC21C (stereo unspecified) | -3.1%
O=C1CC(c2ccc(Cl)cc2)CC2=C1C=Nc1ccccc1N2 (stereo unspecified) | u
O=C(O)CNS(=O)(=O)c1cccc(C(F)(F)F)c1 | 25.7%
CC(=O)c1ccc2[nH]c(C(=O)O)cc2c1 | u
CC1=C(C(=O)OCCc2ccccc2)C(c2cccc(O)c2)C2=C(CCCC2=O)N1 (stereo unspecified) | u
O=C(c1ccccc1)c1ccc(OCc2ccc(-c3ccccc3)cc2)cc1 | -30.0%
NS(=O)(=O)c1ccc(F)c(C(=O)NCCSc2ccccn2)c1 | 85.4%[activator]
Cc1cccc(NC(=O)N2CCC3(C2)C(=O)N(C)c2ccccc23)c1 (stereo unspecified) | 42.5%

Reformatted: entries from further up.
CC1=C(C(=O)OCCc2ccccc2)C(c2cccc(O)c2)C2=C(CCCC2=O)N1 (stereo unspecified)
  ALOX12 inh = u
CC(=O)C1(O)CCC2C3CC(C)C4=CC(=O)CCC4(C)C3CCC21C (stereo unspecified)
  ALOX12 inh = -3.1%
Cc1ccccc1C(=O)NC1CCN(c2cc(-c3ccc(F)cc3)[nH]n2)C1 (stereo unspecified)
  ALOX12 inh = 37.5%

(listing goes on)
SMILES | ALOX12 inh
CCN(CC)CCCn1c(-c2ccc(COc3ccc(Cl)cc3Cl)cc2)n[nH]c1=S | u
C[C@@H]1CN(c2cc(C3CC(O)C3)ncn2)C[C@H](C)O1 (stereo partly specified) | u
Cn1c(=O)[nH]c(=O)c2c1nc(CN(Cc1ccccc1)Cc1ccccc1)n2Cc1ccccc1F | -26.6%
COCCNC(=O)CCc1ncc(-c2ccc(Cl)cc2Cl)o1 | 65.1%
Cc1cc(C)n(CC(=O)N[C@@H]2CN(Cc3cccnc3)C[C@H]2CN(C)C)n1 | 25.4%
C/C(=N\NC(=O)c1ccc(C(C)(C)C)cc1)c1ccc2ccccc2c1 | 22.8%
O=C(O)C(c1c[nH]c2cc(Br)ccc12)N1CCN(c2nsc3ccccc23)CC1 (stereo unspecified) | u
O=C(COc1ccccc1)Nc1ccc(-c2nc3cc(Cl)ccc3o2)cc1 | u
CC(C)(C)N(Cc1ccccc1)C(=O)COC(=O)c1cc2ccccc2oc1=O | u
Cc1nc(CC2CCN(C(=O)c3cccn3C)CC2)n[nH]1 | -1.9%
O=C1NCc2ccccc2CC12CCN(Cc1cccc(F)c1F)CC2 | 7.5%[6.33 µM]
CC(C)(CC(=O)O)CC(=O)N[C@H]1CO[C@H]2[C@@H]1OC[C@@H]2n1nnnc1Oc1ccc(-n2cncn2)cc1 | u

As a short view, 5 of the compounds above:
SMILES | ALOX12 inh
COc1ccccc1-c1cc(-c2ccccc2)nc2c(C)noc12 | -1.8%[176 µM]
O=C(CN1CCN(c2cnn(-c3ccccc3)c(=O)c2Cl)CC1)Nc1ccc2c(c1)OCCCO2 | 4.8%
CC(C)(O)C#Cc1ccc(C(=O)N2CCC(O)(c3ccccn3)CC2)cc1 | 31.2%[activator]
CC(C)N[C@H]1C[C@@H](Cc2cc(CO)on2)C1(C)C | 27.6%[176 µM]
Cc1c(CCC(=O)NC2CCS(=O)(=O)C2)c(=O)oc2cc(O)ccc12 (stereo unspecified) | -9.7%

The listing continues:
SMILES | ALOX12 inh
CC(C)c1ccc(N2C(=O)N[C@@H]3CCN(S(=O)(=O)c4cccs4)[C@@H]3C2=O)cc1 | -23.1%[176 µM]
CC[C@@]1(C(=O)O)C[C@H](C(=O)N(C)CCCO)[C@H](c2ccc(OC)cc2)N1C | 187.1%[activator]
Cc1cccc(C)c1NC(=O)C1C(c2ccc3c(c2)OCO3)=Nc2ccccc2N1C(=O)c1ccccn1 (stereo unspecified) | u
Cc1cc(C(=O)N2CCC(c3nccn3Cc3ccncc3)CC2)c(C)o1 | 15.3%
O=C(Cc1ccc2c(c1)OCO2)N1CCNc2cnc(Nc3cccc(F)c3)nc2C1 | -10.2%[176 µM]
NC(=O)[C@@H]1CCCN1C(C(=O)O)c1cn(CCC(=O)O)c2cc(Br)ccc12 (stereo partly specified) | -36.9%
Cc1nn(C)c2nc(N3CCCCC3CN3CCOCC3)sc12 (stereo unspecified) | -4.7%
Cc1ccc2c(c1)N(C(=O)Cn1c(=O)n(CC(=O)N3CCCCC3)c(=O)c3sccc31)CCO2 | 8.9%
COc1ccc(NC(=O)Cn2nc(-c3cc(C)ccc3C)c3c(c2=O)CCCC3)cc1 | u
COC(=O)c1ccc(NC(=O)Cn2ncn3nc(-c4cc(C)ccc4C)cc3c2=O)cc1 | -0.4%
Cc1cc(C(F)(F)F)nc(CNc2cc(C)nc3c(C)c(C)nn23)n1 | 95.3%[activator]
Cc1cc(C(=O)N2CCC3(CC2)CC(N(C(=O)c2ccccc2)C2CC2)CCO3)n(C)n1 (stereo unspecified) | 9.2%
O=C1CO[C@H]2CN(Cc3ccc4c(c3)OCO4)C[C@H]2N1c1ccccc1 | -16.1%[176 µM]
CC1(C)CC(C)(O)N(CCc2ccccc2)C(=S)N1 (stereo unspecified) | u
COC(=O)[C@H](CC(C)C)N(CCc1cn(Cc2ccc(C)cc2)nn1)S(=O)(=O)c1ccc(F)cc1Br | -3.7%
CC(NC(=O)c1cc(-c2ccccc2)n[nH]1)c1ccc(S(C)(=O)=O)cc1 (stereo unspecified) | 35.9%[activator]
Cc1ccc(C(=O)NCc2cccs2)cc1N | 18.8%
CCCCCC(=O)Nc1nc2c(s1)C[C@@H]1[C@](C)(CO)[C@H](O)CC[C@@]1(C)[C@@H]2CC(=O)O | u
CN1CCC(C(=O)N2Cc3ccccc3CC3(CCCN(C)C3)C2)CC1 (stereo unspecified) | 10.7%[6.33 µM]
CC(C)CN1CCN(C(=O)C2CCCN(S(C)(=O)=O)CCC(=O)NCC2)CC1 (stereo unspecified) | 69.8%[activator]
O=C(NCCc1ccccc1)N1CCc2nn(Cc3ccccc3)c(=O)n2CC1 | 4.1%
O=C(NCCNc1cccnc1)C1CCC(=O)N(Cc2ccc(Cl)cc2)C1 (stereo unspecified) | 93.9%[activator]
O=C(NC1CCCCNC1=O)c1cc(=O)c2ccccc2o1 (stereo unspecified) | 2.8%
N#Cc1cc([N+](=O)[O-])ccc1NC(=O)COC(=O)C1(c2ccc(F)cc2)CCCC1 | -23.3%
N#Cc1ccc(C(=O)N(Cc2cccs2)C2CC2)cc1 | -23.7%
COc1ccc(F)cc1S(=O)(=O)N1CCC(n2cnnc2C)CC1 | 6.5%
OCc1cccc(Nc2nc(-c3ccncc3)nc3ccccc23)c1 | -11.9%
Cn1cc(-c2cccc(CCOc3cnc4c(ccn4CC(=O)O)c3)c2)cn1 | -7.3%[176 µM]
CC(C)CCNC(=O)CCNC(=O)c1ccccc1 | 23.5%

Not all compounds are listed; count on the stated rates, not on these rows.
